# High-throughput results (PubChem BioAssay)
# PP5 primary – blocks human protein phosphatase 5 activity; 320,000 compounds, 0.18% hits; inhibition, % at 6.7 µM; purified PP5c, OMFP substrate fluorescence;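 active means inhibition above the campaign's mean inhibition across all tested compounds plus 3 SD, cut at about 9.5% in these data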;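 further: 0% = DMSO only and 100% = 100 µM cantharidin control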
# LYPLA2 inh – counter-screen for PME1 inhibitors: inhibitors of human LYPLA2 | 320,000 compounds, 0.38% hits | AID 2177 | inhibition, % at 5.9 µM | O95372 | recombinant LYPLA2, FP-Rh probe fluorescence polarization;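 active means inhibition above the screen-wide mean plus 3 SD, limit set per campaign, cut at about 26% in these data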;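 further: 0% = LYPLA2 with DMSO and 100% = wells lacking LYPLA2 enzyme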
# Target sequence (O95372 whole entry, looked up): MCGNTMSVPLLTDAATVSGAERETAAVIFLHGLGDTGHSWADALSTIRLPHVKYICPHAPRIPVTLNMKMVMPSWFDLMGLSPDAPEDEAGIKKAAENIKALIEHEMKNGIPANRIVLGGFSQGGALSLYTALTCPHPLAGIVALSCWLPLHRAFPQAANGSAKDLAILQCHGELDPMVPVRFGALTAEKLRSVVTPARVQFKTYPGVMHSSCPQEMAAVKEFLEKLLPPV
# core dimer inh – HCV core protein dimerization inhibition; inhibition, % at 5 µM; 300,000 compounds, 0.33% hits; TR-FRET GST/Flag-core106 dimerization, 1536-well;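 active means inhibition above the mean of all tested compounds plus 3 SD, set per screening campaign, cut at about 45% in these data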
#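 assay system = GST-tagged and Flag-tagged HCV core protein residues 1-106 | controls = unlabelled core106 and no-GST-core106 wells | incubation = compound-protein-antibody incubation 4 h at 22.5 °C | probe or stimulus = Eu donor and XL665 acceptor anti-tag antibodies | read-out = % inhibition based on acceptor/donor emission ratio | signal = TR-FRET 671 and 617 nm emission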
# Fh CTSL1 inh – counter-screen for PFM18AAP inhibitors: inhibitors of F. hepatica cathepsin L1. recombinant F. hepatica cathepsin L1, Z-Leu-Arg-MCA fluorescence. inhibition, % at 5.96 µM. 300,000 compounds, 0.49% hits. AID 1906;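 active means inhibition above the mean of all tested compounds plus 3 SD, set per screening campaign, cut at about 17% in these data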;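 further: 0% = plate median of test compound wells and 100% = 1 µM Z-Phe-Ala-diazomethylketone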
# Efflux pump inh – inhibitors of Candida antifungal efflux pumps expressed in yeast | S. cerevisiae Candida pump triplex, Nile Red efflux | inhibition, % at 10 µM | 330,000 compounds, 0.44% hits;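 active means plate passing quality check with inhibition over a set limit, or well fluorescence over plate mean plus 4 SD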;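 further: Nile Red retained in pooled yeast measured as flow cytometry median fluorescence; 0% = buffer negative control and 100% = Enniatin B positive control; higher means more Nile Red kept so more efflux inhibition; some compounds called inactive have numbers as strong as hits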
# TPT1 inh – C. albicans TPT1 enzyme inhibition; recombinant caTPT1, FP RNA substrate dephosphorylation; inhibition, % at 5 µM; 300,000 compounds, 0.81% hits; AID 1962;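 active means inhibition above the mean of all tested compounds plus 3 SD, set per screening campaign, cut at about 24% in these data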;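 further: plate controls were DMSO alone for no effect and ferristatin control at 100 nM for full effect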
# PREPL inhibitor – inhibits the human prolyl oligopeptidase-like enzyme; inhibition, % at 5.96 µM; recombinant PREPL, fluorescence polarization activity-based probe; Q4J6C6; 320,000 compounds, 0.68% hits; in the data active means inhibition above about 43%;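 further: 0% = enzyme with DMSO and 100% = wells lacking enzyme; many of its hits are not listed in these tables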
# JMJD2C inh – human JMJD2C demethylase inhibition; Q9H3R0; GST-JMJD2C(1-420) H3K9me3 demethylation, DELFIA europium; inhibition, % at 2.35 µM; 330,000 compounds, 0.069% hits; AID 2099;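 active means more than half of a compound's replicate wells show inhibition beyond 50%, single wells judged on their own value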;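 further: signal counts dimethyl H3K9 product captured on neutravidin plate; 0% = median of DMSO wells and 100% = 0.3 times that DMSO median; strong numbers were not always called active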
# Target sequence (Q9H3R0 1-420 limits assumed): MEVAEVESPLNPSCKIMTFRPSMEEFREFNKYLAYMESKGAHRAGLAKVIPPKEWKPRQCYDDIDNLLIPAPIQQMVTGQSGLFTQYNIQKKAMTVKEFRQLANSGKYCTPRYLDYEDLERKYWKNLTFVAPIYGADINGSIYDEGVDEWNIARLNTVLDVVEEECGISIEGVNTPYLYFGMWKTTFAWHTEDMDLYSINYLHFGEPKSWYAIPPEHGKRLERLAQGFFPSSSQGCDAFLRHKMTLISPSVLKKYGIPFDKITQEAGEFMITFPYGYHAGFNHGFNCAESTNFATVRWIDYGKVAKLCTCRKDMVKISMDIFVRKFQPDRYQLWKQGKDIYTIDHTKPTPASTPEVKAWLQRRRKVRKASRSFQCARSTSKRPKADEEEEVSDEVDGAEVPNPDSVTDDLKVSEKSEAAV
# PP1 counter – blocks human PP1-alpha phosphatase, a PP5 counter-screen. P62136. purified PP1alpha, OMFP fluorescence. inhibition, % at 6.7 µM. 320,000 compounds, 0.9% hits;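 active means inhibition above the mean inhibition of all tested compounds plus 3 SD, computed separately for each screening campaign, cut at about 15% in these data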
# Target sequence (P62136 whole entry, looked up): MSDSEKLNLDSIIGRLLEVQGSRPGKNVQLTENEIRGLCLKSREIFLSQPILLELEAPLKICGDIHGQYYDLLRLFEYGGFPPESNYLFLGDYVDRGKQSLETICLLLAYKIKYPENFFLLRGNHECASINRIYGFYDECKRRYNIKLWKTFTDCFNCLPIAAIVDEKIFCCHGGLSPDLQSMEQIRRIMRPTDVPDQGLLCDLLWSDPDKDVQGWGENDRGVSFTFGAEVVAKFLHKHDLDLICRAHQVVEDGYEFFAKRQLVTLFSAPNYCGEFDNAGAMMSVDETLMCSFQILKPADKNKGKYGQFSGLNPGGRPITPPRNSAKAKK
# * = called active by the depositor; . = not tested or not shown.
# The first 2 entries, to show the layout:
SMILES,PP5 primary,LYPLA2 inh,core dimer inh,Fh CTSL1 inh,Efflux pump inh,TPT1 inh,PREPL inhibitor,JMJD2C inh,PP1 counter
O=C(N(Cc1ccccc1)c1ccccn1)C12CC3CC(CC(C3)C1)C2,-1.0,0,4,-1,-0.1,3,6,1,0
COc1cc(Cl)cc(C2NC(=S)NC(c3ccccc3)=C2C(C)=O)c1OCC(=O)O (configuration not stated),3.1,2,4,1,0.3,1,1,-1,0

# The list itself, repeating the preview:
SMILES,PP5 primary,LYPLA2 inh,core dimer inh,Fh CTSL1 inh,Efflux pump inh,TPT1 inh,PREPL inhibitor,JMJD2C inh,PP1 counter
O=C(N(Cc1ccccc1)c1ccccn1)C12CC3CC(CC(C3)C1)C2,-1.0,0,4,-1,-0.1,3,6,1,0
COc1cc(Cl)cc(C2NC(=S)NC(c3ccccc3)=C2C(C)=O)c1OCC(=O)O (configuration not stated),3.1,2,4,1,0.3,1,1,-1,0
COc1ccccc1C(c1nnnn1Cc1ccccc1)N1CCC(C(N)=O)CC1 (configuration not stated),0.8,4,2,-2,0.0,-4,21,22,-5
Cn1cccc1-c1cc(C(=O)N2CCc3c([nH]c4ccccc34)C2c2ccccn2)[nH]n1 (configuration not stated),2.4,0,10,5,0.0,-2,19,-8,1
Cc1ccc2nc3c(c(C(=O)OC4CCOC4=O)c2c1)CCCC3 (configuration not stated),0.2,-2,-2,2,-0.3,-1,9,5,-1
COc1ccc(CNC(=O)c2ccc(Cn3nc(C)cc3C)o2)cc1,-0.3,3,6,-3,-0.1,1,-2,-14,2
CCc1nnc2sc(-c3ccc(NC(=O)c4ccco4)cc3)nn12,0.8,5,4,1,0.1,1,-3,4,-2
C=C1CCN([C@H](C(=O)NCc2ccccc2)C(C)C)S(=O)(=O)c2ccccc21,2.7,0,-2,-2,0.1,5,5,5,-4
Cc1c(Cl)cccc1NC(=O)COC(=O)CCc1nc2ccccc2n1-c1ccccc1,2.0,-5,8,-39,-0.5,-4,13,-2,1
CCCCC(CC)CNC(=O)CC1Nc2c3ccccc3nc(=S)n2C1=O (configuration not stated),-0.4,7,9,-4,-0.3,-1,-3,-12,7
NC(=O)c1ccc(NC(=O)COC(=O)c2cccc(Oc3ccccc3)c2)cc1,1.5,-11,-10,-15,-0.2,2,6,-1,6
COc1ccccc1-n1cnc2cc(NCc3ccccn3)ccc21,4.6,0,-2,-4,0.5,-3,23,-2,-11
CCOC(=O)c1ccc(NS(=O)(=O)N2CCCCCC2)cc1,3.5,2,-7,1,-0.1,0,9,0,7
CCC(C)Sc1cccc(-c2nc3ccc(C)cn3c2NC2CCCCC2)c1 (configuration not stated),5.7,1,8,3,0.5,1,0,1,6
O=S(=O)(Nc1ccc2cn[nH]c2c1)c1ccc(Cl)s1,1.9,4,-13,3,-0.2,-3,-3,8,0
CCOC(=O)c1c(C)n(C)c2ccc(OC)c(NC(=O)CN3CCCCC3)c12,2.2,3,-1,-3,0.1,0,8,-43,-4
Cc1cc(NS(=O)(=O)c2ccc(NC(=O)c3cc4cc(Br)ccc4oc3=O)cc2)no1,1.5,0,5,-2,-0.1,2,-8,6,3
CCOC(=O)c1cc2c(ccn2C)n1Cc1ccc(C#N)cc1,0.1,10,7,2,-0.2,-3,18,-33,2
O=C1CCCN1CCCNC(=S)Nc1ccc(F)c(Cl)c1,5.3,2,3,0,0.0,0,12,5,-1
O=C(CSc1ccccc1)NCC1(N2CCOCC2)CCCCC1,0.6,-2,0,5,0.0,0,8,2,-2
Cc1cccc(NC(=O)CSc2nnc(-c3ccco3)o2)c1C,1.9,-2,0,-2,0.1,0,-1,3,-3
CCc1ccc(NC(=O)COC(=O)CCc2nc3cc(S(=O)(=O)N(CC)CC)ccc3n2C)cc1,4.1,-1,6,-8,0.2,-3,2,6,0
O=C(Nc1cccc(S(=O)(=O)N2CCCCCC2)c1)C1CCN(C(=O)c2ccc(F)cc2)CC1,5.6,4,-2,-7,0.0,-5,13,6,3
CC(=O)c1ccc(OC(=O)N2CCOCC2)cc1,0.0,-1,4,3,0.1,3,0,5,0
O=C(NC1CCCC1)C(c1ccccc1)N(Cc1ccccc1)C(=O)c1csnn1 (configuration not stated),2.3,10,3,-9,-0.1,1,-1,-1,-7
CN(C(=O)c1ccc2c(c1)CCN2S(C)(=O)=O)c1ccccc1,-1.1,2,1,-1,0.0,1,-5,-1,-2
O=C(CCN1CCOCC1)Nc1ccc(Cl)cc1,1.4,8,9,-4,-0.1,4,0,-3,-2
Cc1ccc(-c2nc3ncccn3c2NC2CCCC2)o1,0.5,1,-13,1,0.0,0,2,11,1
CCC(Oc1ccccc1)C(=O)N(C)CC(=O)N(CC(C)C)c1c(N)n(CC(C)C)c(=O)[nH]c1=O (configuration not stated),0.0,5,-7,2,0.0,2,13,-7,-3
C/C=C\C(=O)Nc1cccc(C2=NOC3(C2)C[C@@H](C(N)=O)N(C(=O)CC(c2ccccc2)c2ccccc2)C3)c1 (some centres not stated),3.8,-4,16,4,0.0,-4,6,11,0
Cc1cccc(N2CC(C(=O)OCc3ccc([N+](=O)[O-])cc3)CC2=O)c1 (configuration not stated),-1.4,7,2,-21,0.1,1,1,2,0
O=C(Nc1nnc(SCc2cccnc2)s1)C1CC(=O)N(c2ccc(F)cc2)C1 (configuration not stated),3.9,9,24,-5,0.1,3,19,1,4
CN(C(=O)CCNC(=O)Cn1cnc2ccccc2c1=O)c1ccccc1F,-0.2,-4,11,6,0.0,-5,-3,-15,0
CCOc1ccc(CN2CCN(S(=O)(=O)c3ccc(NC(C)=O)cc3)CC2)cc1,0.1,-8,4,0,0.0,-2,4,-6,-3
CCNc1nc(NC(C)C)nc(N(C#N)C(C)C(=O)N(C)C)n1 (configuration not stated),0.8,1,-5,-4,-0.1,-4,-1,-6,-2
OCC[C@H]1C[C@H](O)[C@@H](O)[C@@]2(OCc3ccccc32)O1,0.5,7,-12,-2,0.1,0,6,-1,-2
CC(C)(C)OC(=O)N1CCC(Cc2cc(-c3cccnc3)no2)(C(=O)O)CC1,-0.3,5,5,3,.,-4,1,5,-2
Cc1nc(SCC(=O)NC2CCS(=O)(=O)C2)c2c(C)c(C)sc2n1 (configuration not stated),-0.1,5,.,.,0.3,.,17,.,-1
Cc1ccccc1NCC(=O)N/N=C/c1c(C)c(C(=O)c2ccc(Cl)cc2)n2ccccc12,4.1,1,43,-1,0.3,0,36,11,4
COc1cc(OC)cc(C(=O)NC(=S)Nc2ccc3c4c(cccc24)CC3)c1,2.5,11,1,1,0.1,-1,11,0,0

# 3 compounds already listed, sorted by molar mass, lowest first:
SMILES,PP5 primary,LYPLA2 inh,core dimer inh,Fh CTSL1 inh,Efflux pump inh,TPT1 inh,PREPL inhibitor,JMJD2C inh,PP1 counter
Cc1cccc(N2CC(C(=O)OCc3ccc([N+](=O)[O-])cc3)CC2=O)c1 (configuration not stated),-1.4,7,2,-21,0.1,1,1,2,0
Cc1nc(SCC(=O)NC2CCS(=O)(=O)C2)c2c(C)c(C)sc2n1 (configuration not stated),-0.1,5,.,.,0.3,.,17,.,-1
O=C(Nc1nnc(SCc2cccnc2)s1)C1CC(=O)N(c2ccc(F)cc2)C1 (configuration not stated),3.9,9,24,-5,0.1,3,19,1,4

# Looked up by structure from the list above (four):
SMILES,PP5 primary,LYPLA2 inh,core dimer inh,Fh CTSL1 inh,Efflux pump inh,TPT1 inh,PREPL inhibitor,JMJD2C inh,PP1 counter
O=C(Nc1nnc(SCc2cccnc2)s1)C1CC(=O)N(c2ccc(F)cc2)C1 (configuration not stated),3.9,9,24,-5,0.1,3,19,1,4
Cc1nc(SCC(=O)NC2CCS(=O)(=O)C2)c2c(C)c(C)sc2n1 (configuration not stated),-0.1,5,.,.,0.3,.,17,.,-1
CCOc1ccc(CN2CCN(S(=O)(=O)c3ccc(NC(C)=O)cc3)CC2)cc1,0.1,-8,4,0,0.0,-2,4,-6,-3
OCC[C@H]1C[C@H](O)[C@@H](O)[C@@]2(OCc3ccccc32)O1,0.5,7,-12,-2,0.1,0,6,-1,-2

# (list continues)
SMILES,PP5 primary,LYPLA2 inh,core dimer inh,Fh CTSL1 inh,Efflux pump inh,TPT1 inh,PREPL inhibitor,JMJD2C inh,PP1 counter
Cc1nc2c(c3c1[nH]c1ccccc13)C(O)CC(C)(C)C2 (configuration not stated),-0.7,1,-9,0,0.1,0,2,-1,-1
CC(Sc1nc2cc([N+](=O)[O-])ccc2n1-c1cccc(C(F)(F)F)c1)C(=O)NC(N)=O (configuration not stated),0.5,-1,8,0,0.0,-2,-1,4,-2
CCn1c(SCC(=O)Nc2ccc(N3CCOCC3)cc2)nnc1-c1ccco1,-2.4,3,-1,-1,0.0,-1,-2,-4,-5
CSCCC(NC(=O)c1cc(S(=O)(=O)N2CCOCC2)ccc1F)c1nc2ccccc2[nH]1 (configuration not stated),1.4,3,.,.,0.3,.,10,2,-1
C=CCNC(=S)NNc1nc(Nc2ccccc2)nc(N2CCCCC2)n1,3.5,1,1,-1,-0.2,-5,-24,17,1
O=c1oc2cc(OCc3c(F)cccc3Cl)ccc2cc1-c1ccccn1,1.3,5,1,1,0.2,7,16,-6,-1
COc1ccc(N(CC(=O)Nc2cc(C)ccc2C)S(=O)(=O)c2ccccc2[N+](=O)[O-])c(OC)c1,4.7,-4,18,-3,0.1,1,4,-7,-2
CCC1(C)Cc2ccccc2C(Nc2c(C)n(C)n(-c3ccccc3)c2=O)=N1 (configuration not stated),2.8,4,1,-3,0.0,5,19,3,-1
Cc1ccccc1C(=O)N1CCC(C(=O)NCc2ccc(Cl)cc2)CC1,1.4,0,-9,2,0.0,-2,5,-10,2
CCCCCC(=O)Nc1cc(S(=O)(=O)N2CCOCC2)ccc1N1CCN(C)CC1,-3.3,1,-1,0,0.7,-1,7,6,-3
CC1CCCN(C/C=C/c2ccccc2[N+](=O)[O-])C1 (configuration not stated),-0.5,-4,1,0,-0.2,3,5,-5,-4
CCCOc1cccc(C(=O)N(Cc2ccc(OC)c(OC)c2)C2CCS(=O)(=O)C2)c1 (configuration not stated),2.9,1,-1,0,0.0,6,7,3,1
CC(=O)Oc1ccccc1N(C(C)=O)S(=O)(=O)c1ccc2ccccc2c1,3.0,-5,2,-16,0.0,2,8,-20,3
Cc1ccccc1Cn1c(=O)n(CCCC(=O)NCc2ccco2)c(=O)c2sccc21,-2.1,2,4,0,-0.2,2,-12,8,-2
CCCn1c(=O)c2[nH]c(-c3ccc(OCC(=O)Nc4ccc(C#N)cc4)cc3)nc2n(CCC)c1=O,-0.5,9,7,4,0.1,0,-5,.,-2
Cc1ccc(OCC(=O)Nc2ccccc2C(N)=O)cc1,0.6,0,0,0,0.1,2,-7,3,1
O=C(COC(=O)c1cc(=O)[nH]c(=O)[nH]1)Nc1cccc(S(=O)(=O)N2CCOCC2)c1,1.7,10,-9,-7,0.0,-4,4,8,2
Cc1ccc(-c2nc(CS(=O)CC(=O)NCCN3CCCCCC3)c(C)o2)cc1 (configuration not stated),0.2,0,5,-1,0.4,-1,33,4,-2

# Not all compounds are listed (hit frequency here may not be typical).
